Compound activity (PubChem BioAssay)
M1 PAM = human M1 muscarinic receptor positive allosteric modulators, primary screen, CHO-K1 cells, Fluo-8 calcium fluorescence, 1536-well. Muscarinic acetylcholine receptor M1 (Homo sapiens), P11229. CHO-K1 hM1, ACh EC20; 0% = ACh EC20, 100% = maximal ACh. AID 588819, 2011. actives 0.088% (n = 360,000). activation, % at 3 µM; in the data active = activation above about 19%, passing the limit was not always enough
Target sequence (P11229 whole entry, looked up): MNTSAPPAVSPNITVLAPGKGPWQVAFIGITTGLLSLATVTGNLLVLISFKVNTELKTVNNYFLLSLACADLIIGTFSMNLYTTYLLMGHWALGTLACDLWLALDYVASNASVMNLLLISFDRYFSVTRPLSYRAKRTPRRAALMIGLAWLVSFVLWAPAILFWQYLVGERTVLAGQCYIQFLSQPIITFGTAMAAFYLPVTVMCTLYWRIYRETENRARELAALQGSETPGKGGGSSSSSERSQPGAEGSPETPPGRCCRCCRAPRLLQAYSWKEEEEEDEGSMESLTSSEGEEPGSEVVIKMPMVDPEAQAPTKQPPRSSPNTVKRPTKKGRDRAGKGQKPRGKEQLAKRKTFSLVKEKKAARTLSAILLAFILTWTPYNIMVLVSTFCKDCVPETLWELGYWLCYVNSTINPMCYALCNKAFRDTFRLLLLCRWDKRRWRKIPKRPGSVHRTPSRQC
TAAR1 agonist = human TAAR1 agonists, primary screen, Fluo-8 calcium fluorescence, CHO RD-HGA16 cells. Trace amine-associated receptor 1 (Homo sapiens), Q96RJ0. actives 0.99% (n = 360,000). vehicle wells 0%, saturating PEA agonist 100%. activation, % at 3 µM;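 active = activation above the mean activation of all test compounds in the run plus 3 SD, cut at about 38% in these data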
Target sequence (Q96RJ0 whole entry, looked up): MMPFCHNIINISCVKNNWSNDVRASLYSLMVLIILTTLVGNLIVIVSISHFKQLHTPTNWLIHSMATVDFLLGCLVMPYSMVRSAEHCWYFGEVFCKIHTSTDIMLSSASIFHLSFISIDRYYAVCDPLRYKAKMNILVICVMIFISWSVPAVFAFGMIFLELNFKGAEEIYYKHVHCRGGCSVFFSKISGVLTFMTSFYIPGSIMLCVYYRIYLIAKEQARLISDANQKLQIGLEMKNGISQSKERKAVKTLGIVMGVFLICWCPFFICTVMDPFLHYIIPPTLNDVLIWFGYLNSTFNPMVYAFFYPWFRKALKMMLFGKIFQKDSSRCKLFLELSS
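Benchmarks: low control DMSO, high control PEA (EC100); System: CHO RD-HGA16 cells carrying human TAAR1 plus Gα16; Detection: Fluo-8 fluorescence, 5 s baseline then 140 s kinetic read; Schedule: 17-24 h plating, Fluo-8 75 min 37 °C, 30 min RT; Read-out basis: % activation from peak over basal fluorescence ratio, DMSO-to-PEA scaled.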
CHRM5 agonist = human M5 muscarinic receptor agonists, primary screen, CHO-K1 cells, Fluo-8 calcium fluorescence. Muscarinic acetylcholine receptor M5 (Homo sapiens), P08912. CHO-K1 hM5 cells; 0% DMSO wells, 100% maximal acetylcholine response. activation, % at 3 µM. actives 0.19% (n = 360,000). AID 624037, 2012;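 active = activation above the run's mean over test compounds plus 3 SD, cut at about 23% in these data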;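 also: signal is peak over basal fluorescence ratio across the kinetic read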
M5 antag = human M5 muscarinic receptor antagonists, primary screen, CHO cells, Fluo-8 calcium fluorescence. Muscarinic acetylcholine receptor M5 (Homo sapiens), P08912. CHO-hM5 cells, ACh EC80. inhibition, % at 3 µM. actives 0.59% (n = 360,000);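 active = inhibition above a per-plate cutoff, the mean of that plate's test compounds plus 3 SD, cut at about 27% in these data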;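 also: 0% = acetylcholine EC80 with DMSO and 100% = DMSO without agonist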
CHRM1 agonist = human M1 muscarinic receptor agonists, primary screen, Fluo-8 calcium fluorescence, CHO-K1 cells, HTS. actives 0.33% (n = 360,000). CHO-K1 hM1, agonist mode; 0% DMSO, 100% acetylcholine EC100. AID 588814, 2011. activation, % at 3 µM;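 active = activation above the run's mean compound activation plus 3 SD, cut at about 16% in these data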;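 also: peak over basal fluorescence ratio within a 140 s kinetic read after compound addition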
M4 antag = human M4 muscarinic receptor antagonists, primary screen, CHO cells, Fluo-8 calcium fluorescence. Muscarinic acetylcholine receptor M4 (Homo sapiens), P08173. CHO-hM4 cells, ACh EC80. inhibition, % at 3 µM. actives 0.73% (n = 360,000). AID 624125, 2012;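 active = inhibition above its plate's cutoff, the mean inhibition of sample wells plus 3 SD, cut at about 27% in these data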;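 also: 0% = acetylcholine EC80 with DMSO and 100% = DMSO without agonist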
M1 antag = human M1 muscarinic receptor antagonists, primary screen, CHO-K1 cells, Fluo-8 calcium fluorescence, 1536-well; actives 1.3% (n = 360,000); CHO-K1 hM1, ACh EC80 antagonist; inhibition, % at 3 µM;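 active = percent inhibition above its own plate's cutoff, namely the mean of that plate's compound wells plus 3 SD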;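 also: peak over basal fluorescence ratio during 140 s after agonist addition; 0% = ACh EC80 plus DMSO and 100% = DMSO alone without agonist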
M4 ag = human M4 muscarinic receptor agonists, primary screen, CHO-K1 cells, Fluo-8 calcium fluorescence. Muscarinic acetylcholine receptor M4 (Homo sapiens), P08173. CHO-K1 hM4/Gqi5; vehicle 0%, full acetylcholine response 100%. actives 0.14% (n = 360,000). activation, % at 3 µM;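 active = activation above the run mean over all test wells plus 3 SD, cut at about 32% in these data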;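 also: peak over basal fluorescence ratio per well then scaled between controls; 0% = DMSO wells and 100% = acetylcholine at EC100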
M5 PAM = human M5 muscarinic receptor positive allosteric modulators, primary screen, CHO-K1 cells, Fluo-8 calcium fluorescence | Muscarinic acetylcholine receptor M5 (Homo sapiens), P08912 | actives 0.3% (n = 360,000) | activation, % at 3 µM | CHO-K1 hM5, ACh EC20 PAM; 0% = ACh EC20, 100% = ACh EC100;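 active = activation above the run cutoff, the mean activation of all test compounds plus 3 SD, cut at about 18% in these data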
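system = human M5 receptor in CHO-K1 cells | compound = one concentration, 3 µM final (nominal) | schedule = Post-acetylcholine fluorescence recording 140 s | signal = Fluo-8 calcium dye fluorescence, kinetic read | benchmarks = low control EC20 acetylcholine (0%), high control EC100 acetylcholine (100%) | repeats = singlicate, one well per test compound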
* = called active by the depositor; . = no result given.

item	M1 PAM	TAAR1 agonist	CHRM5 agonist	M5 antag	CHRM1 agonist	M4 antag	M1 antag	M4 ag	M5 PAM	SMILES
1	1.1	1.4	-12.4	2.8	-4.8	4.3	-5.3	-0.7	4.2	CCCCC(c1nnnn1CS(=O)(=O)c1ccc(C)cc1)N1CCN(c2ccccc2)CC1 (stereo not drawn)
2	5.5	-0.2	0.1	-6.8	0.4	-4.4	-4.0	0.9	1.3	COc1ccc(NC(=O)CC(C)=O)c(OC)c1
3	13.9	-2.4	-0.5	23.0	-4.7	9.1	-9.8	-0.5	-3.7	CC(C)c1nc(SCC(=O)NC2CCCC2)c2ccccc2n1
4	-5.9	-0.1	-0.9	6.3	-2.1	6.6	6.1	0.3	-7.5	CNc1ccc2nnc(C(F)(F)C(F)(F)C(F)(F)F)n2n1
5	0.7	2.4	-2.6	-2.9	-5.0	14.3	0.1	0.3	-1.9	O=C(Nc1cc(S(=O)(=O)Nc2ccccc2Cl)ccc1O)c1sc2cc(Cl)ccc2c1Cl
6	7.4	.	-5.8	-5.7	-6.5	11.6	-13.3	0.4	8.1	CCn1nc(C)c(CN2CCCCC2C(=O)Nc2ccc(Oc3cccnc3)cc2)c1C (stereo not drawn)
7	-5.6	0.3	-0.5	2.6	-9.9	1.1	2.2	0.8	-1.2	COc1cccc(CN2CCN(CCCc3ccccc3)C(CCO)C2)c1OC (stereo not drawn)
8	5.9	9.2	-4.2	2.2	-3.7	-2.7	-10.7	-0.6	-4.3	Cc1ccc(C)n1-n1c(C)nc2scc(-c3cccs3)c2c1=O

Four entries from above, as labelled records:
3. CC(C)c1nc(SCC(=O)NC2CCCC2)c2ccccc2n1
  M1 PAM = 13.9	TAAR1 agonist = -2.4	CHRM5 agonist = -0.5	M5 antag = 23.0	CHRM1 agonist = -4.7	M4 antag = 9.1	M1 antag = -9.8	M4 ag = -0.5	M5 PAM = -3.7

5. O=C(Nc1cc(S(=O)(=O)Nc2ccccc2Cl)ccc1O)c1sc2cc(Cl)ccc2c1Cl
  M1 PAM = 0.7	TAAR1 agonist = 2.4	CHRM5 agonist = -2.6	M5 antag = -2.9	CHRM1 agonist = -5.0	M4 antag = 14.3	M1 antag = 0.1	M4 ag = 0.3	M5 PAM = -1.9

1. CCCCC(c1nnnn1CS(=O)(=O)c1ccc(C)cc1)N1CCN(c2ccccc2)CC1 (stereo not drawn)
  M1 PAM = 1.1	TAAR1 agonist = 1.4	CHRM5 agonist = -12.4	M5 antag = 2.8	CHRM1 agonist = -4.8	M4 antag = 4.3	M1 antag = -5.3	M4 ag = -0.7	M5 PAM = 4.2

2. COc1ccc(NC(=O)CC(C)=O)c(OC)c1
  M1 PAM = 5.5	TAAR1 agonist = -0.2	CHRM5 agonist = 0.1	M5 antag = -6.8	CHRM1 agonist = 0.4	M4 antag = -4.4	M1 antag = -4.0	M4 ag = 0.9	M5 PAM = 1.3

(listing goes on)
item	M1 PAM	TAAR1 agonist	CHRM5 agonist	M5 antag	CHRM1 agonist	M4 antag	M1 antag	M4 ag	M5 PAM	SMILES
9	7.7	2.1	0.2	1.2	-0.5	4.1	-24.0	0.0	5.9	Cc1ccc(S(=O)(=O)CCc2nnc(NC(=O)C3CCCO3)s2)cc1 (stereo not drawn)
10	-4.1	6.8	-5.8	6.7	-4.9	5.6	-8.9	-0.5	-5.6	COc1cc(S(=O)(=O)N2CCN(Cc3ccccc3)CC2)ccc1Br
11	8.8	2.3	-7.5	6.5	-1.3	-1.6	-6.3	2.3	-19.1	O=C(c1cccc(-n2cnnn2)c1)N1CC=C(c2ccccc2)CC1
12	-13.9	4.0	-19.9	23.6	-5.5	-4.3	7.1	2.7	-29.4	CCOC(=O)C1(CCOc2ccccc2)CCN(Cc2cccc(OCCO)c2)CC1
13	-1.7	0.6	-1.2	-7.8	-6.7	-13.0	2.9	1.0	8.4	Cc1c(C(=O)OCC(=O)N2CCCC(C)C2)oc2ccccc12 (stereo not drawn)
14	8.0	1.9	-2.8	19.1	-0.9	-1.6	-7.8	0.6	-5.2	COc1ccc(CCNC(=O)CCNC(=O)c2ccco2)cc1OC
15	5.6	-0.1	3.6	-1.8	-4.4	10.8	-2.8	-1.2	5.0	Cc1ccc(F)cc1NC(=O)CCNC(=O)c1ccc([N+](=O)[O-])cc1
16	8.5	18.6	-11.4	1.6	-5.5	-4.9	-19.4	0.9	9.1	CCCOc1cccc(C(=O)N(Cc2cccs2)C2CCS(=O)(=O)C2)c1 (stereo not drawn)
17	22.9	1.5	4.0	11.2	2.9	-3.7	-17.7	0.1	6.3	COc1cc(S(=O)(=O)N2CCC(c3nc4ccccc4s3)CC2)ccc1S(=O)(=O)N1CC(C)CC(C)C1 (stereo not drawn)
18	0.4	5.6	2.3	6.9	0.6	7.1	-1.9	1.7	-3.2	CC(=O)Nc1ccc(-c2ccnc3c2CC(C)(C(=O)Nc2ccc(Cl)cc2)O3)cc1 (stereo not drawn)
19	6.7	12.0	-2.8	-2.3	-4.6	-2.9	-14.3	2.7	7.4	Cc1ccc2cc(CN(Cc3ccc4c(c3)OCO4)Cc3nnnn3Cc3ccco3)c(=O)[nH]c2c1C
20	6.0	1.1	3.7	15.1	0.4	-7.6	-13.3	0.8	-7.0	CCN(CC)c1ncnc2c1ncn2[C@H]1CN(Cc2cc(OC)c(OC)c(OC)c2)C[C@@H](CO)O1
21	0.2	3.5	0.2	-8.2	-1.3	-20.2	-1.4	1.7	-0.6	O=C(COC(=O)c1nc(Cl)ccc1Cl)c1ccc[nH]1
22	4.5	-0.5	-6.0	6.6	-5.6	-12.6	-14.7	0.4	3.7	CCCCN(C)CCNC(=O)CSCc1ccc(C)cc1
23	7.2	0.7	-0.4	0.6	-1.2	-16.5	-12.0	0.0	-2.9	COCCN(C(=O)C(C)N1C(=O)c2ccccc2C1=O)c1c(N)n(CC(C)C)c(=O)[nH]c1=O (stereo not drawn)
24	0.3	1.4	3.9	-5.2	-2.3	9.8	7.6	1.5	1.1	O=C(Nc1ccccc1C(=O)N1CCOCC1)C1COc2ccccc2O1 (stereo not drawn)
25	4.2	0.0	-1.4	-2.0	-1.8	-11.6	-6.9	-0.2	-0.3	Cc1nnc(NC(=O)CCC2CCCCC2)s1
26	13.0	11.9	-8.2	-1.5	-2.2	-2.4	-13.7	0.7	8.7	Cc1ccnc(NC(=O)c2cc(S(=O)(=O)N3CCCCC3)ccc2Cl)c1
27	1.1	-0.5	-5.6	1.7	-5.7	3.6	-17.6	0.3	4.7	CCCNc1nc(N2CCCC2)nc(N2CCCC2)n1
28	6.1	10.1	-1.4	-2.0	-2.0	-9.0	-12.8	1.4	-3.9	COc1ccc(C2=NOC3(CC(=O)N(c4ccc(Cl)cc4)C3=O)C2)c(OC)c1 (stereo not drawn)
29	4.6	-1.2	-1.2	-1.0	-3.7	11.8	-0.4	0.9	-2.2	CCCCC(CC)CNC(=O)CN(C)S(=O)(=O)c1cccc2nsnc12 (stereo not drawn)
30	-2.6	1.9	1.8	-4.9	-0.6	-6.1	4.8	3.4	-2.2	CC(C)N(C)c1ncnc2c1ncn2[C@H]1CN(Cc2ccc(Cl)cc2)C[C@@H](CO)O1
31	7.9	7.3	-2.3	-6.2	-2.4	-6.8	-35.2	2.8	-5.6	CC(C)OC(=O)CC(=O)CSc1nc2c(cc1C#N)CCCC2
32	-1.0	1.0	-10.6	1.5	-6.7	0.8	6.4	-1.4	2.7	Cc1ccc2oc(=O)n(CCCOc3ccccc3C)c2c1
33	4.5	6.5	-2.5	-9.1	-1.0	-0.5	-8.3	0.8	3.8	CC(C)(ONC(=O)Nc1ccccc1Cl)C(=O)O
34	10.0	0.4	-4.9	1.5	-3.2	-5.2	-15.3	1.1	-4.9	O=C(Nc1c2c(nn1-c1ccccc1)CS(=O)(=O)C2)c1ccco1
35	2.9	3.4	-8.6	7.4	-4.5	4.1	0.8	-0.3	-6.2	CN=C(Nc1ccc(C(=O)OC)s1)c1ccc(Cl)cc1
36	-0.5	11.8	2.4	13.0	-3.8	-11.9	5.8	13.3	-10.9	CCCn1c(SCC(=O)Nc2cc(Cl)ccc2Cl)n[nH]c1=O
37	4.3	-2.5	2.4	-4.8	-6.0	-16.4	-8.7	3.0	-1.1	COc1cc(OC)c(C(=O)OCC(=O)N2CCN(S(=O)(=O)c3ccc(C)cc3C)CC2)cc1OC
38	6.7	3.9	2.6	2.0	-3.6	5.4	2.1	0.2	1.7	N#CC1=C(Nc2ccc(Br)cc2)CCC1
39	-6.8	8.2	-0.1	1.7	-6.0	13.4	9.9	3.5	-13.9	Cc1nn(Cc2cccc(C(=O)Nc3ccn(Cc4c(F)c(F)cc(F)c4F)n3)c2)c(C)c1[N+](=O)[O-]
40	-2.8	-0.8	-0.4	-4.8	-1.5	-11.0	-16.2	1.4	-2.8	O=S(=O)(Nc1cc(F)ccc1F)c1cccc2nonc12
41	4.9	-1.3	-3.2	0.0	-0.2	-7.9	0.3	1.9	-9.3	Cc1ccc(-c2csc3ncn(CC#N)c(=O)c23)cc1C
42	13.7	4.5	-1.2	6.1	-2.2	-14.7	-10.1	9.9	7.7	CC(=O)Nc1cccc(C(=O)N(Cc2ccccc2)Cc2ccccc2)c1
43	10.0	17.3	-0.9	8.6	-4.0	-15.9	-16.9	2.7	-1.4	CC1CCCCC1NCC(=O)Nc1ccccc1C(=O)Nc1ccccc1 (stereo not drawn)
44	2.5	1.7	-2.7	8.2	-2.7	-6.0	-8.1	4.6	-3.7	Cc1nn(C)c(C)c1CCC(=O)N1CCCC(C(=O)c2cccc(OC(C)C)c2)C1 (stereo not drawn)
45	10.3	3.6	-2.0	-19.4	-3.0	-5.2	-14.7	1.0	-4.3	CN(C)CCCNC(=O)c1cc(C(=O)Cc2ccccc2)c[nH]1
46	12.4	3.0	-6.9	-9.4	-4.5	-7.3	-14.6	6.8	5.6	COc1cccc(NC(=S)N2CCCN(Cc3ccc(F)cc3)C2)c1

An excerpt; count on the stated rates, not on these rows.
